Assay outcomes (PubChem)
SV40 large T antigen = SV40 large T antigen inhibitors, biochemical (AID 1903); SV40 large T antigen ATPase/helicase inhibition assay; higher % means a stronger effect; 310,000 tested, 0.39% active; inhibition, % at 20 µM; hits with a dose series show IC50 in µM; in the data active means a potency from the dose series; further: strong numbers were not always called active
MgcRacGAP inhibition = MgcRacGAP GTPase-activating activity inhibitors, confirmation, biochemical, ADP Hunter fluorescence; Rac GTPase-activating protein 1 (Homo sapiens); 340,000 tested, 0.6% active; MgcRacGAP-stimulated Rac1 GTP hydrolysis, ADP Hunter fluorescence; higher % means a stronger effect; GST-tagged Rac1 F28L mutant substrate; one-dose inhibition, % at 30 µM; IC50 in µM for titrated hits;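 active means first-screen hits whose inhibition reached a set limit at any dose in the follow-up dose series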;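 further: fluorescence reports GDP produced by GAP-driven GTP hydrolysis; strong numbers were not always called active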
RSV antiviral HEp-2 = RSV antiviral activity via CPE protection, HEp-2 cells, primary 10 µM value included (AID 2391); CPE inhibition, % at 10 µM; hits with a dose series show IC50 in µM; 310,000 tested, 0.13% active; HEp-2 cells, RSV-induced CPE inhibition; higher % means a stronger effect; in the data active means a potency from the dose series; further: strong numbers were not always called active
SIAH1 antagonists = Siah-1 peptide-binding antagonists, primary screen, biochemical, fluorescence polarization, rhodamine-plectin, uHTS (AID 1817); Siah-1 / rhodamine-plectin peptide fluorescence polarization; higher % means a stronger effect; E3 ubiquitin-protein ligase SIAH1 (Homo sapiens); displacement, % at 20 µM, or IC50 in µM where a hit was titrated; 290,000 tested, 0.02% active;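 active means displacement of at least 50% at 20 µM, with a fluorescence ratio check between 0.3 and a set limit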;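 further: plate controls were Siah plus tracer with DMSO for no effect and tracer alone without Siah for full effect; strong numbers were not always called active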
AID2073 = inhibitors of Mint1-CaV2.2 protein interaction, biochemical, HTRF (AID 2073). Voltage-dependent N-type calcium channel subunit alpha-1B (Homo sapiens). HTRF protein-protein interaction, Mint1-CaV2.2; higher % means a stronger effect. inhibition, % at 20 µM; hits with a dose series show IC50 in µM. 290,000 tested, 0.19% active; in the data active means inhibition mostly above about 51%, no sharp cut-off; further: some results filed as inactive read as strong as hits
HIV peptide binding = inhibitors of HIV fusion peptide binding, primary screen, biochemical, uHTS, fluorescence dequenching (AID 1986); cell-free peptide binding, fluorescence dequenching, 30 min; higher % means a stronger effect; one-dose inhibition, % at 20 µM; IC50 in µM for titrated hits; 290,000 tested, 0.3% active; in the data active means inhibition mostly above about 52%, no sharp cut-off; inactive means mostly below about 76%; further: some results filed as inactive read as strong as hits
NS5 inhibitors = Dengue-2 NS5 methyltransferase inhibitors, primary screen, biochemical, confirmation dose response (AID 588689) | Genome polyprotein (Dengue virus type 2 (strain 16681-PDK53)) | one-dose inhibition, % at 25 µM; IC50 in µM for titrated hits | Dengue-2 NS5 methyltransferase capping enzyme assay, biochemical; higher % means a stronger effect | 340,000 tested, 0.3% active; in the data active means a potency from the dose series
XIAP antagonists = XIAP antagonists, biochemical, IAP family, fluorescence polarization (AID 1018). XIAP BIR domain, fluorescence polarization peptide displacement; higher % means a stronger effect. E3 ubiquitin-protein ligase XIAP (Homo sapiens). 200,000 tested, 0.007% active. one-dose displacement, % at 20 µM; IC50 in µM for titrated hits; in the data active means displacement above about 50%; further: a part of the inactive calls stands beside numbers as strong as those of hits
LYP inhibition = inhibitors of LYP phosphatase, biochemical, fluorescence intensity, uHTS (AID 1779). Tyrosine-protein phosphatase non-receptor type 22 (Homo sapiens). recombinant LYP phosphatase, fluorescence intensity; higher % means a stronger effect. inhibition, % at 11.5 µM; hits with a dose series show IC50 in µM. 290,000 tested, 0.054% active; in the data active means inhibition above about 50%;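 further: plate controls were vehicle with enzyme for no effect and no enzyme for full effect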
NS5 inhibitors pilot replicate = also measured in NS5 inhibitors; calls as there; inhibition, %; measured here: pilot screen replicate inhibition
An asterisk follows results filed as active; nt = no result given; & = joins results of further samples.

SMILES | SV40 large T antigen | MgcRacGAP inhibition | RSV antiviral HEp-2 | SIAH1 antagonists | AID2073 | HIV peptide binding | NS5 inhibitors | XIAP antagonists | LYP inhibition | others
O=C(Nc1ccccc1)C1=C[C@H](c2csc3ccccc23)C[C@H](OCc2ccc(CO)cc2)O1 | 14% | 8% | 6.7% | 0% | 12% | 4.1% | -4% | -2.7% | 5%
CNCCCC1c2ccccc2C=Cc2ccccc21 | 2%&2% | 3% | -2.6% | -8% | -6% | -0.9% | 0% | -4.9% | -7%
CCOc1cc(/C=C2/NC(=O)N(CC(=O)Nc3cccc(C)c3)C2=O)ccc1OCC(N)=O | 10% | -3% | -0.8% | -4% | 0% | -3.1% | -1% | -4.9% | 4%
CCCc1cc(=O)n2nc(N3CCC(C(=O)N4CCN(c5cccc(OC)c5)CC4)CC3)sc2n1 | -7% | 9% | 4.7% | -2% | -5% | -1.2% | -14% | nt | -11%
COC(=O)C1=C(C(=O)c2ccc(C)cc2)C(c2ccc(OC)c(OC)c2)n2nnnc2N1 (configuration not stated) | 0% | 12% | 0.9% | 4% | 2% | -0.8% | 1% | -7.0% | 5%
COc1ccc(S(=O)(=O)N2CCOC2CNC(=O)C(=O)NCc2ccco2)cc1 (configuration not stated) | 9% | 7% | 0.9% | 14% | 4% | 0.9% | -19% | nt | -5%
CCCc1nn(C)c(C(=O)Nc2ccc(CC)cc2)c1Cl | 2% | 5% | 8.0% | 7% | 13% | 0.7% | 2% | -1.4% | 2%
Cc1ccc(C(=O)N(CC(=O)Nc2ccc(Cl)c(Cl)c2)Cc2ccco2)cc1 | 2% | 3% | 2.4% | -3% | 3% | -1.2% | -6% | -6.1% | 2%
Cc1c(-c2ccccc2)[n+](=O)c2c(n1[O-])CCC2 | 9% | 6% | 1.2% | -7% | 9% | -0.9% | 2% | -0.7% | 2%
O=C(COC(=O)c1ccc(Cl)nc1)Nc1ncc(Cl)cc1Cl | 16% | 10% | 0.1% | 6% | 1% | 2.0% | 0% | -3.5% | 1%
CCOc1cc(N2CCOCC2)c(OCC)cc1NC(=O)COc1cccc2cccnc12 | 14% | 8% | 5.5% | -2% | 8% | 1.0% | 10% | -0.2% | 6%
COc1ccccc1CNC(=O)CCCN1C(=O)COc2ccc(C)cc21 | 11% | 0% | -0.4% | 1% | 11% | 2.3% | -2% | -6.5% | 5%
CC1CCCN(C(=O)c2ccc(S(=O)(=O)Nc3ccccc3Cl)cc2)C1 (configuration not stated) | 5% | 9% | 4.1% | -3% | 3% | -0.4% | -6% | nt | -5%
O=C(Nc1ccc(F)cc1)c1sc2cc(C(F)(F)F)cnc2c1-c1cccs1 | 19% | 5% | 2.0% | -4% | 11% | 3.7% | -1% | -10% | -2%
Cc1ccc(CS(=O)(=O)c2ncc(Cl)c(C(=O)Nc3ccc(OC(F)F)cc3)n2)cc1 | 8% | 7% | -2.4% | -6% | -34% | -0.1% | -12% | nt | -5%
CCOC(=O)CCCOC(=O)c1ccc(S(=O)(=O)N(C)C)cc1 | 4% | -3% | 1.0% | 2% | 10% | 0.0% | 5% | -0.7% | 0%
CC(C)(C)CC(=O)Nc1ccc(Nc2ccccc2)cc1 | 10% | 89µM* | 3.4% | -2% | 10% | -0.4% | 0% | -3.4% | 0%
Cn1c(O)c(C=Nc2ccc(Br)cc2)sc1=O | 9% | -20% | 0.7% | 8% | -2% | -2.4% | 0% | -7.7% | -7%
Cc1ccc(-n2c(Cn3ncc4ccccc4c3=O)n[nH]c2=S)cc1 | 12% | 4% | 1.6% | 1% | 2% | -0.3% | -2% | -3.3% | 0%
O=C1CCC/C(=N/NC(=O)C2CCN(S(=O)(=O)c3cccs3)CC2)C1 | 8% | 6% | 1.5% | 3% | -5% | 3.4% | nt | -0.7% | -4%
Clc1nnc(NN=C2CCCC2)c2ccccc12 | 25% | 14% | 4.7% | 1% | 2% | -2.2% | -13% | -3.0% | -3%
O=C(Nc1cccc(F)c1)Nc1ccnn1C1CCN(C(=O)CCN2CCCO2)CC1 | 7% | 3% | 0.7% | 7% | 1% | -1.3% | -6% | nt | -8%
CC(C)(C)c1cc(NC(=O)c2ccco2)n(-c2ccccc2)n1 | 0% | 4% | 0.1% | -4% | -9% | -0.6% | 3% | -7.9% | -6%
COc1ccc(CNc2nc(-c3cccnc3)nn2C(=O)C(C)C)cc1 | 9% | 5% | nt | 12% | -13% | -2.9% | -5% | -6.7% | -5%
Cc1ccc(CCNC(=O)CS(=O)Cc2nc(-c3cccs3)oc2C)cc1 (configuration not stated) | 7% | 13% | 0.5% | 4% | -12% | -1.2% | -7% | nt | -2%
Cc1ccc(S(=O)(=O)n2nc(C)cc2C)cc1 | 0% | -4% | 0.4% | 3% | 9% | -1.2% | 1% | 1.1% | -12%
Cn1ccc(-c2cc(C(=O)O)c3ccccc3n2)n1 | 8% | 1% | -0.7% | -1% | 13% | 2.9% | -3% | -8.4% | -5%
CCC(C(=O)NCCCN1CCN(CCCNC(=O)C(CC)c2ccccc2)CC1)c1ccccc1 (configuration not stated) | 4% | 10% | -0.7% | -4% | 11% | -0.5% | -1% | nt | -5%
O=C1CCCN1c1ccc(S(=O)(=O)NCc2ccco2)cc1 | 0% | 16% | 1.2% | 4% | 2% | 1.2% | 1% | 2.8% | -6%
NC(=O)COC(=O)C1c2ccccc2Oc2ccccc21 | 19% | 7% | 0.6% | -6% | 18% | -1.2% | -1% | nt | -8%

5 entries drawn at random from the list so far:
SMILES | SV40 large T antigen | MgcRacGAP inhibition | RSV antiviral HEp-2 | SIAH1 antagonists | AID2073 | HIV peptide binding | NS5 inhibitors | XIAP antagonists | LYP inhibition | others
Cc1ccc(S(=O)(=O)n2nc(C)cc2C)cc1 | 0% | -4% | 0.4% | 3% | 9% | -1.2% | 1% | 1.1% | -12%
Cc1ccc(C(=O)N(CC(=O)Nc2ccc(Cl)c(Cl)c2)Cc2ccco2)cc1 | 2% | 3% | 2.4% | -3% | 3% | -1.2% | -6% | -6.1% | 2%
COc1ccc(S(=O)(=O)N2CCOC2CNC(=O)C(=O)NCc2ccco2)cc1 (configuration not stated) | 9% | 7% | 0.9% | 14% | 4% | 0.9% | -19% | nt | -5%
CCCc1cc(=O)n2nc(N3CCC(C(=O)N4CCN(c5cccc(OC)c5)CC4)CC3)sc2n1 | -7% | 9% | 4.7% | -2% | -5% | -1.2% | -14% | nt | -11%
O=C(COC(=O)c1ccc(Cl)nc1)Nc1ncc(Cl)cc1Cl | 16% | 10% | 0.1% | 6% | 1% | 2.0% | 0% | -3.5% | 1%

Additional compounds follow:
SMILES | SV40 large T antigen | MgcRacGAP inhibition | RSV antiviral HEp-2 | SIAH1 antagonists | AID2073 | HIV peptide binding | NS5 inhibitors | XIAP antagonists | LYP inhibition | others
CC(C)(C)CC(C)(C)NC(=S)Nc1ccc(S(=O)(=O)N2CCOCC2)cc1 | 13% | 9% | 15% | -5% | -13% | 0.7% | 0% | -4.9% | -9%
CC(=O)Nc1ccc(S(=O)(=O)N(C)CC(=O)OCC(=O)N(C)c2ccccc2)cc1 | 16% | 7% | 1.1% | 0% | 4% | -0.1% | -4% | nt | -12%
Nc1[nH]c(=O)[nH]c(=O)c1N=Nc1ccc(C(=O)O)cc1 | 0% | 6% | -0.1% | -3% | 10% | -1.4% | 1% | nt | -4%
C=CCn1c(SC(C)C(=O)NCc2ccc3c(c2)OCO3)nnc1C1CCCCC1 (configuration not stated) | -1% | 9% | -1.9% | -4% | -8% | -0.3% | 0% | -5.7% | -4%
O=C(c1ccc2c(c1)OCO2)[C@@H]1[C@@H]2C(=O)N(C3CCCCC3)C(=O)[C@@H]2C2c3ccccc3C=CN21 (some centres not stated) | 4% | 7% | nt | -1% | 7% | -2.8% | 10% | -12% | -3%
O=C(Nc1nnc(-c2cccs2)o1)c1ccco1 | -2% | 5% | 0.8% | 2% | -1% | 1.2% | -6% | -7.5% | -1%
COc1ccccc1CNc1ncccn1 | 4% | 31% | 2.6% | -1% | 17% | 2.7% | -4% | nt | 1%
CC1CCCCN1S(=O)(=O)c1ccc(C(=O)Nc2nnc(C3=COCCO3)o2)cc1 (configuration not stated) | 24% | 8% | -1.0% | -2% | 4% | 3.6% | 1% | nt | -2%
CCOC(=O)N1CCN(c2ccc(S(=O)(=O)N3CCOCC3)cc2[N+](=O)[O-])CC1 | 3% | 6% | 0.4% | nt | nt | nt | 4% | nt | nt
COc1ccc(NC(=O)c2ccc(NC(=O)C(C)C)cc2)c([N+](=O)[O-])c1 | -2% | -6% | 0.6% | 5% | 4% | 4.8% | 1% | -2.1% | -5%
COc1ccc(C2=NOC(Cn3c(Cc4ccc(Cl)cc4)nc4c3c(=O)n(C)c(=O)n4C)C2)cc1 (configuration not stated) | 3% | 10% | 2.5% | 4% | 19% | 2.8% | -2% | -5.7% | -2%
Cn1c(N)c(C(=O)COC(=O)c2nc(Cl)ccc2Cl)c(=O)n(C)c1=O | 0% | 6% | 0.3% | -2% | 18% | -0.6% | -8% | -7.8% | 3%
Cc1cc(OCC(=O)N[C@@H](CSCc2ccccc2)C(=O)O)c2c(C)c(C)c(=O)oc2c1 | nt | 1% | 0.3% | 6% | 25% | 16% | -3% | nt | 3%
CN(Cc1ccccc1)C(=O)N[C@@H](Cc1ccccc1)C(=O)O | 0% | 7% | 0.6% | 3% | -4% | 4.2% | 8% | -3.0% | -12%
CC(=O)NC(Cc1ccccc1)C(=O)OCC(=O)c1ccccc1 (configuration not stated) | 2% | -5% | 1.1% | 1% | 24% | -1.3% | -4% | -3.8% | -9%
COC(=O)c1ccc(Cc2ccccc2)o1 | -1% | -1% | 0.9% | 1% | -11% | 2.7% | 0% | -4.6% | 2%
CC1CN(/C=C/C=O)C(C)CC1OC(=O)c1ccccc1 (configuration not stated) | 8% | 6% | 1.2% | 12% | -2% | -0.6% | -7% | nt | -9%
COc1ccccc1NC(=O)CNC(=O)c1ccc(Br)o1 | -2% | 3% | 0.7% | 5% | 30% | -0.2% | -10% | nt | -4%
CCN(CC)S(=O)(=O)c1ccc(N2CCOCC2)c(NC(=O)C2COc3ccccc3O2)c1 (configuration not stated) | 2% | 1% | 0.9% | 8% | 12% | 2.1% | 4% | 0.1% | -1%
COc1cccc(C2/C(=C(/O)c3ccncc3)C(=O)C(=O)N2CCCN(C)C)c1 (configuration not stated) | nt | nt | nt | 0% | -5% | -0.3% | nt | -4.9% | -6%
CCCCCNC(=O)C1CCC(Cn2c(=S)[nH]c3ccccc3c2=O)CC1 (configuration not stated) | 17% | -3% | -1.4% | 0% | -14% | -0.1% | -1% | -11% | -5%
Cc1ccc(-c2nnc(N3CCCCCC3)c3ccccc23)cc1 | 9% | 2% | 9.7% | 3% | 14% | -2.3% | 2% | nt | -5%
CC(C)(C)NC(=O)c1ccc2nccnc2c1 | 5% | 3% | 1.0% | 2% | -3% | -0.3% | -3% | 0.0% | -3% | NS5 inhibitors pilot replicate=4.2
O=C(CSc1nnc(CNC(=O)c2ccc(F)cc2)o1)c1ccccc1 | -4% | 2% | 1.3% | 1% | -3% | -0.6% | -2% | nt | -8%

Rows are unselected; overall some 1.7% were active at least once.
